GAA glycogen = qHTS Assay for Inhibitors and Activators of Human alpha-Glucosidase Cleavage of Glycogen | Potency, µM (series often up to 76.4 µM), for inactives: top-dose activity change, negative = inhibition, most hits filed as inhibitors | Lysosomal alpha-glucosidase (Homo sapiens), P10253 | recombinant GAA, glycogen substrate, Amplex Red glucose oxidase fluorescence | AID 2100, 2009 | 300,000 compounds, 0.38% hits;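 note: 0% = full enzyme reaction and -100% = no-enzyme basal signal; the screen sought inhibitors and activators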
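Natural-substrate format: glycogen cleavage by 4 nM human enzyme, glucose read by Amplex Red coupling (Ex 573, Em 610 nm). Normalized to enzyme and no-enzyme controls.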
TRb SRC2 PPI = qHTS for Inhibitors of the Interaction of Thyroid Hormone Receptor and Steroid Receptor Coregulator 2; 280,000 compounds, 0.065% hits; Potency, µM (series often up to 106 µM), without a hit: top-dose activity change, negative = inhibition, hits mostly inhibitors; TRbeta-SRC2 peptide binding, fluorescence polarization; receptor liganded with 1 µM T3; Thyroid hormone receptor beta (Homo sapiens), P10828;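 note: plate controls were bound peptide for no effect and peptide without receptor for full effect; nearly all actives have a fitted effect of over 50% in size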
Target sequence (P10828 whole entry, looked up): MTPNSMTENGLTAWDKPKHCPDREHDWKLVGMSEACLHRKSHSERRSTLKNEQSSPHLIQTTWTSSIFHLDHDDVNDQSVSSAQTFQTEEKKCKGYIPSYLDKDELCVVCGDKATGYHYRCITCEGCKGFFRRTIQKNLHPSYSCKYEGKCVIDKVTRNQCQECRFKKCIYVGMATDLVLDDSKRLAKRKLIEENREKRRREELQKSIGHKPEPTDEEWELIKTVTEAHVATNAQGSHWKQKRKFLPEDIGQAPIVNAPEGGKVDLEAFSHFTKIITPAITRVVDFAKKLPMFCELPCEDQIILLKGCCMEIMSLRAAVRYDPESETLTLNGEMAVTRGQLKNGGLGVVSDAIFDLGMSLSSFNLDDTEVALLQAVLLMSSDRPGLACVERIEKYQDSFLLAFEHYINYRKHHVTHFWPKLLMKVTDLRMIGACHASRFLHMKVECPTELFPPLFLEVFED
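A fluorescence polarization screen tested compounds at multiple concentrations against complex formation between 0.6 uM TRb ligand-binding domain and 20 nM Texas Red SRC2 peptide, with 1 uM T3 present; readout after 5 hr.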
TR SRC2 fluor cs = Total Fluorescence Counterscreen for Inhibitors of the Interaction of Thyroid Hormone Receptor and Steroid Receptor Coregulator 2 | TRb/SRC2 Texas Red total fluorescence interference | AID 1479, 2009 | Potency, µM (highest dose often 106 µM), for inactives: top-dose fluorescence change, negative = quenching | 280,000 compounds, 0.29% hits; active = well fitted curve in either direction with a large enough effect; inconclusive = small, poorly fitted or top-dose-only effect
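Human TRβ ligand-binding domain (0.6 uM) and Texas Red SRC2 peptide (20 nM) in Tris buffer with 1 uM T3 and 5% DMSO were incubated with pinned compound for 5 hr at ambient temperature. Total fluorescence was computed as S + 2P (555/632 nm).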
GAA inhib = qHTS Assay for Inhibitors of Human alpha-Glucosidase as a Potential Chaperone Treatment of Pompe Disease. purified human GAA, 4-MU-alpha-glucoside fluorescence. AID 1466, 2008. Potency, µM (doses to about 76.9 µM), inactives show at the highest dose activity change, negative = inhibition, hits mostly inhibitors. 200,000 compounds, 0.005% hits. Lysosomal alpha-glucosidase (Homo sapiens), P10253;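 note: plate controls were uninhibited enzyme wells for no effect and no-enzyme background for full effect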
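Human enzyme at 4 nM with 400 uM 4-methylumbelliferyl-alpha-D-pyranoside, citrate/phosphate buffer pH 5.0, 0.005% Tween-20, 20 min at room temperature. Compounds up to 77 uM. 4-MU fluorescence (Ex 365/Em 440) read after NaOH/glycine stop; AC50 from Hill fit.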
L3MBTL1 inh = qHTS Assay for the Inhibitors of L3MBTL1 | Lethal(3)malignant brain tumor-like protein 1 (Homo sapiens), Q9Y468 | AlphaScreen L3MBTL1–H3K9me1 peptide binding | Potency, µM (titrated, usually from 57.1 µM), for inactives: at the highest dose activity, negative = inhibition, hits mostly inhibitors | 230,000 compounds, 0.66% hits | AID 485360, 2010; note: nearly all actives have a fitted effect of over 60% in size
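Read-out is AlphaScreen signal from streptavidin donor and nickel chelate acceptor beads (10 ug/mL final each) bridging L3MBTL1 (50 nM) and biotinylated K9-monomethylated H3(1-15) peptide (75 nM), after 30 min compound exposure at room temperature.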
RECQ1 inh = qHTS Assay for Inhibitors of RecQ-Like Dna Helicase 1 (RECQ1); ATP-dependent DNA helicase Q1 (Homo sapiens), P46063; RECQ1 DNA unwinding, red fluorescence kinetic read; Potency, µM (highest dose often 57.3 µM), for inactives: at the top dose activity, negative = inhibition, actives largely listed as inhibitors; 240,000 compounds, 0.54% hits;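 note: plate controls were vehicle for no effect and no enzyme for full effect; nearly all actives have a fitted effect of over 30% in size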
Target sequence (P46063 whole entry, looked up): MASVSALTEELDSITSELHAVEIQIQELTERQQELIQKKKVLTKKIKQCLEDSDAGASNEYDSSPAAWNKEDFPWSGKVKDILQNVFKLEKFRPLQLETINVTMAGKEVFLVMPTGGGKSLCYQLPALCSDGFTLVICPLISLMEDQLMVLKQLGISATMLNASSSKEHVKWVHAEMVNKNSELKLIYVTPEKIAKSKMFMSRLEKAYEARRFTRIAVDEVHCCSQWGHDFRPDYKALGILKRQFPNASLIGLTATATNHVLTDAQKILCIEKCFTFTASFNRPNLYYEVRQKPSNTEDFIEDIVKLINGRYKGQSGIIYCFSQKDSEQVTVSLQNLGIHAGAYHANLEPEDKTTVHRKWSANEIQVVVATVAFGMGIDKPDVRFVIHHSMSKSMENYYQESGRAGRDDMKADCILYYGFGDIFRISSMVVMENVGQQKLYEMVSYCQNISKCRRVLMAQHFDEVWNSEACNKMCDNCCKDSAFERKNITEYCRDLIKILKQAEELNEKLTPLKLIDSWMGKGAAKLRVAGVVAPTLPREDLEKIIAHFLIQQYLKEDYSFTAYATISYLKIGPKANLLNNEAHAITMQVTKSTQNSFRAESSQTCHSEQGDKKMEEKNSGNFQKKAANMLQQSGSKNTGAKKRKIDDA
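50 nM RECQ1T1 preincubated 15 min with compound in Tris pH 8.0 buffer with MgCl2, DTT, Tween-20 and 2.5 ug/ml poly(dI-dC); started with 200 nM TAMRA/BHQ-2 forked duplex and 2 mM ATP. Unwinding read as fluorescence (525/598 nm), two reads 2 h apart.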
GoLoco inh red = qHTS Assay for Inhibitors of RGS12 GoLoco Motif Activity (Red Fluorophore) | Guanine nucleotide-binding protein G(i) subunit alpha-1 (Homo sapiens), P63096 | Gai1:RGS12 GoLoco peptide FP, rhodamine, 10 min | Potency, µM (series often up to 61.6 µM), without a hit: top-dose activity, negative = inhibition, actives largely listed as inhibitors | 230,000 compounds, 0.44% hits | AID 880, 2007; active = well fitted inhibition curve with a large enough effect, not every such curve was filed as active; inactive = no such curve, though single readings can be large or run the other way; note: nearly all actives have a fitted effect of over 30% in size; many of its hits are not listed in these tables
aGlu spleen mod = qHTS Assay for Inhibitors and Activators of Human alpha-Glucosidase From Spleen Homogenate; Lysosomal alpha-glucosidase (Homo sapiens), P10253; human spleen homogenate, 4-MU-alpha-glucoside fluorescence; Potency, µM (series often up to 79.9 µM), without a hit: top-dose activity change, negative = inhibition, most hits filed as inhibitors; 240,000 compounds, 0.006% hits; AID 2112, 2009;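 note: 0% = enzyme with vehicle and -100% = no enzyme basal signal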
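Human spleen homogenate (1 ug) incubated with compounds and 1 mM 4-methylumbelliferyl-alpha-D-glucopyranoside in pH 5.0 citrate/phosphate buffer, 37 C, 40 min. Stopped at pH 10; 4-MU fluorescence (Ex 365/Em 440 nm); AC50 by Hill fit.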
Active calls of the source: *; i = inactive; u = inconclusive; x = no result given; & = joins results of further samples; [ ] = another dose, or the depositor's remark. Unless noted, calls come from the whole dose curve; as a rule, active = well fitted curve in the direction sought with a large enough effect; inconclusive = small, poorly fitted or top-dose-only effect, or another doubt; inactive = no such curve, though single readings can be large; an effect the other way counts as inactive or inconclusive. Unless noted, % is set by controls: 0 for no effect and ±100 for the full control effect; potency is the fitted concentration of half-maximal effect. An excerpt. The share of hits here may be higher or lower than overall.

SMILES	GAA glycogen	TRb SRC2 PPI	TR SRC2 fluor cs	GAA inhib	L3MBTL1 inh	RECQ1 inh	GoLoco inh red	aGlu spleen mod
CC(C)(C)C(=O)Nc1nnc(SCC(=O)Nc2ccc3c(c2)OCO3)s1	-8%	2%	3%	-14%	-3%	1%	7%	-3%
CCOC(=O)c1[nH]c2ccc(C)cc2c1N=C(C)N(C)C	-2%	3%	-5%	u	4%	-8%	4%	-3%
N#Cc1c(N)n(CCNC(=O)c2ccccc2)c2nc3ccccc3nc12	-3%	-4%	0%	u	-9%	0%	14%	-1%
C=CCSc1nc(N)c(C#N)c(-c2ccc(C)cc2)c1C#N	-6%	-15%	0%	-15%	5%	i	4%	-6%
COc1ccc(NC(=O)CSc2nc(N)c(C(=O)Nc3ccc(N(C)C)cc3)s2)cc1	2%	-6%	1%	-3%	x	-11%	0%	-3%
COc1cc(OC)cc(C(=O)NCC(=O)OCC(=O)C(C)(C)C)c1	7%	-2%	0%	4%	11%	-18%	3%	-7%
Cc1nn(Cc2ccccc2)c(C)c1/C=N/NC(=O)CNc1cccc(C(F)(F)F)c1	-12%	0%	-26%	u	-8%	-11%	7%	-14%
Cc1ccc(CNC(=O)C2CCCN(c3nn4c(=O)cc(C)nc4s3)C2)cc1 (centres undefined)	-6%	-1%	-1%	1%	x	i	0%	0%
FC(F)(F)c1ccc(C2[C@H]3CN(Cc4ccc(-c5ccccc5)cc4)[C@H](c4ccccc4)C34CC2(c2ccccc2)C4)cc1 (some centres undefined)	2%	-4%&0%	-6%&0%	x	x	-13%&-9%	4%&26%	-3%&6%
Cn1nnnc1SCC1=C(C(=O)O)N2C(=O)C(NC(=O)C3CC3c3ccccc3)C2SC1 (centres undefined)	5%	-12%	0%	-6%	x	-27%	-2%	-5%
CC[C@H](C)[C@H](NC(=O)[C@@H]1CCCN1C(=O)[C@H](Cc1cnc[nH]1)NC(=O)[C@@H](NC(=O)[C@H](Cc1ccc(O)cc1)NC(=O)[C@@H](NC(=O)[C@H](CCCN=C(N)N)NC(=O)CNC)C(C)C)[C@@H](C)CC)C(=O)O	x	2%	2%	x	x	-4%	x	1%
O=C(CN(c1ccccc1)S(=O)(=O)c1ccc(F)cc1)N1CCCCCC1	9%	2%	0%	-3%	x	4%	4%	-7%
Cn1c(Oc2ccccc2NCc2cc(Br)ccc2O)cc(=O)n(C)c1=O	-10%	3%	0%	-1%	0%	-2%	-7%	1%
O=C(Nc1cccc2c1CCCC2)c1ccco1	4%	4%	0%	-6%	-11%	3%	-10%	-3%
COc1cccc(C(c2c(C)[nH]n(-c3ccccc3)c2=O)c2c(C)[nH]n(-c3ccccc3)c2=O)c1O	3%	-5%	-6%	0%	-6%	-10%	13%	-9%
Cc1cc(C)c(S(=O)(=O)N2CCN=C2c2ccccc2)cc1C	3%	4%	1%	u	x	-8%	3%	-6%
Cc1ccc(C(=O)Nc2ccccc2C(=O)NC(CC(=O)O)C(=O)O)cc1 (centres undefined)	-3%	-12%	2%	1%	3%	-11%	-10%	-1%
COc1ccc(S(=O)(=O)N2CCOCC2)cc1C(=O)Nc1nc2ccccc2s1	2%	-2%	3%	-8%	x	1%	11%	-2%
Cc1n[nH]c(C)c1S(=O)(=O)N(CC(=O)Nc1ccc2c(c1)OCCO2)c1ccc(C(C)C)cc1	-1%	0%	-4%	-5%[15.4 µM]	26%	-4%	6%	-2%
O=C1C=C(c2cccs2)C[C@H](c2ccccc2)[C@H]1n1nnc([N+](=O)[O-])n1	9%	8%	-19%	-11%	-4%	-14%	11%	-3%
Cc1ccccc1NC(=O)N1CCCC1C(=O)NCc1cccs1 (centres undefined)	1%	-9%	-1%	5%	8%	-4%	-4%	1%
CN1CCN(C(=O)c2ccc(N(Cc3ccccc3Cl)S(C)(=O)=O)cc2)CC1	5%	-5%	0%	-5%	-7%	3%	5%	1%
CCc1ccccc1OCC(=O)N(CC)CC(=O)NCc1ccc(F)cc1	0%	-3%	-3%	u	-7%	-2%	x	-14%
COCC(C)NCc1ccccc1C (centres undefined)	-3%	-4%	-1%	-3%	x	5%	-6%	1%
CS(=O)(=O)c1cnc(-c2cccnc2)nc1N	-6%	1%	-2%	10%	0%	i	0%	-7%

Reprinted from the part before: 2 compounds; new compounds follow.
SMILES	GAA glycogen	TRb SRC2 PPI	TR SRC2 fluor cs	GAA inhib	L3MBTL1 inh	RECQ1 inh	GoLoco inh red	aGlu spleen mod
COCC(C)NCc1ccccc1C (centres undefined)	-3%	-4%	-1%	-3%	x	5%	-6%	1%
CS(=O)(=O)c1cnc(-c2cccnc2)nc1N	-6%	1%	-2%	10%	0%	i	0%	-7%
CC12CCC(C(=O)Nc3cccc(NC(=O)C45CCC(C)(C(=O)O4)C5(C)C)n3)(OC1=O)C2(C)C	-8%	2%	-1%	-10%	6%[11.4 µM]	i	8%	-8%
O=C(NCc1cccnc1)c1ccc(COc2ccc(Cl)cc2)cc1	4%	5%	-2%	1%	3%	i	7%	-7%
N#Cc1c(-c2ccccc2)ccn(Cc2cccc(Cl)c2)c1=O	-5%	-3%	-2%	2%	7%	3%	-8%	-7%
O=C1OC(NCc2cccnc2)(c2ccc(Cl)cc2)c2ccccc21 (centres undefined)	13%	-1%	-4%	3%	-5%	2%	2%	-3%
COc1ccc(C2CCCN2C(=O)Nc2ccc(F)cc2)cc1OC (centres undefined)	2%	2%	1%	1%	10%	0%	2%	5%
CN(C)c1ccc(CNC2CC(C)(C)NC(C)(C)C2)cc1	-26%	-3%	-3%	-1%	-7%[11.4 µM]	-9%	-29%	-8%
Cc1ccc(NC(=O)C(C)[n+]2ccccc2)cc1[N+](=O)[O-] (centres undefined)	6%	5%	2%	8%	2%	5%	-43%	-2%
COc1ccc(Cn2c(-c3ccco3)nc3c(c(=O)c4ccccc4n3C)c2=O)cc1	4%	-7%	-1%	x	x	-1%	95%[activator]	3%
Cc1ccc(OCC(=O)NNC(=O)c2cccnc2)cc1	u	0%	-1%	-8%	3%	-3%	0%	-16%
CCCCC(c1nnnn1C1CCCC1)N1CCN(C2CCCCC2)CC1 (centres undefined)	4%	2%	3%	1%	9%	-2%	12%	-1%
C#CCOCCOCCOCCNc1nc(N2CCN(C(=O)[C@H](CCC(=O)O)n3cc(C(N)Cc4ccc(O)cc4)nn3)CC2)nc(N2CCN(C(=O)[C@H](Cc3cc4ccccc4[nH]3)n3cc(C(N)[C@H](C)CC)nn3)CC2)n1 (some centres undefined)	-3%	-4%	-1%	x	u	-11%	4%	3%
O=C(NCc1ccco1)c1cc(-c2ccncc2)nc2ccccc12	5%	6%	2%	-5%	-6%	i	0%	1%
Cc1cccc(N=C2NC(=O)CS2)c1C	-4%	0%	1%	0%	-2%	i	9%	-3%
COc1cc(C(=O)Sc2ccc(Cl)cc2)cc(OC)c1OC	-5%	-2%	-6%	3%	-1%	1%	0%	-8%
CS(=O)(=O)c1ccc(Cl)c(NC(=O)Cc2ccccc2F)c1	12%	0%	-3%	x	-2%	i	4%	0%
CC(=O)Nc1ccc(/C(C)=N/Nc2nc(N3CCOCC3)nc(N3CCOCC3)n2)cc1	u	2%	-1%	-3%	x	-5%	6%	2%
O=Cc1ccc(C(=O)O)cc1	x	4%	-3%	x	4%	-10%	4%	7%
Cc1cccnc1NC(=O)CSc1nnc(Cc2ccccc2)o1	4%	-1%	-5%	-1%	1%	i	-2%	1%
O=C(NC1CCCCC1)C(c1ccccc1)N(Cc1ccc2c(c1)OCO2)C(=O)c1cnsn1 (centres undefined)	-2%	-3%	2%	-5%	-22%	i	4%	4%
O=C(N/N=C/c1cccs1)c1ccc2nc[nH]c2c1	-13%	4%	-2%	5%	x	-9%	-1%	2%
COc1ccccc1/C=C/C(=O)OCC(=O)Nc1c(F)cccc1F	5%	-5%	-2%	6%	-1%	-1%	8%	-13%
O=C(CC1CCCCC1)Nc1ccc(-c2ccc3nncn3n2)cc1	0%	0%	-4%	-5%	x	i	8%	-1%
CCCCCCN(C(=O)CCCCCN1C(=O)NC(c2ccc(-c3ccccc3)cc2)C(C(=O)OCc2ccccc2)=C1C)C(C(=O)NCCCC)c1ccc(OCC(=O)OC)cc1 (centres undefined)	1%	-1%&4%	0%&3%	1%	-1%	-4%	0%&2%	-13%&-3%

Whole records, looked up by structure.
COc1cc(C(=O)Sc2ccc(Cl)cc2)cc(OC)c1OC in the list: GAA glycogen = -5%; TRb SRC2 PPI = -2%; TR SRC2 fluor cs = -6%; GAA inhib = 3%; L3MBTL1 inh = -1%; RECQ1 inh = 1%; GoLoco inh red = 0%; aGlu spleen mod = -8%
CCCCCCN(C(=O)CCCCCN1C(=O)NC(c2ccc(-c3ccccc3)cc2)C(C(=O)OCc2ccccc2)=C1C)C(C(=O)NCCCC)c1ccc(OCC(=O)OC)cc1 (centres undefined) in the list: GAA glycogen = 1%; TRb SRC2 PPI = -1%&4%; TR SRC2 fluor cs = 0%&3%; GAA inhib = 1%; L3MBTL1 inh = -1%; RECQ1 inh = -4%; GoLoco inh red = 0%&2%; aGlu spleen mod = -13%&-3%
CCCCC(c1nnnn1C1CCCC1)N1CCN(C2CCCCC2)CC1 (centres undefined) in the list: GAA glycogen = 4%; TRb SRC2 PPI = 2%; TR SRC2 fluor cs = 3%; GAA inhib = 1%; L3MBTL1 inh = 9%; RECQ1 inh = -2%; GoLoco inh red = 12%; aGlu spleen mod = -1%
